14-3-3g Raf: modulators of 14-3-3 gamma protein binding, primary screen, biochemical, fluorescence polarization | 14-3-3 protein gamma (Homo sapiens), P61981 | inhibition, % at 40 µM | AID 422, 2006 | FP, 14-3-3gamma / TMR-pS259-Raf peptide binding | actives 0.19% (n = 160,000); in the data active = inhibition above about 30%;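 note: 0% = protein plus tracer without compound and 100% = blank with tracer alone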
Target sequence (P61981 whole entry, looked up): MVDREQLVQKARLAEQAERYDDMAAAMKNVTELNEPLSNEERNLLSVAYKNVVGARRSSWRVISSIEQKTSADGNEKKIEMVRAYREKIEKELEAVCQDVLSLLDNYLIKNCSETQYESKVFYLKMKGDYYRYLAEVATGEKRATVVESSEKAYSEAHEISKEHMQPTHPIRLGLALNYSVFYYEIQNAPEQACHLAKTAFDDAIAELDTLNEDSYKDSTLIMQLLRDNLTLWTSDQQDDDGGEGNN
The depositor's hits bear a star; & = joins results of further samples. Some of the compounds tested; the hit share may differ from the screen's.

compound: O=C(COC(=O)c1cc(S(=O)(=O)N2CCOCC2)ccc1Cl)Nc1ccc2c(c1)OCO2
  14-3-3g Raf: -6

compound: CN(CCc1ccccn1)Cc1c[nH]c2ccccc12
  14-3-3g Raf: -16

compound: CCCCSc1nc2c(c(=O)[nH]c(=O)n2C)n1CCOC
  14-3-3g Raf: 8

compound: CCN1CCN(c2ncnc3c2cnn3-c2ccccc2)CC1
  14-3-3g Raf: -5

compound: Cc1ccc(OCCn2c(CO)nc3ccccc32)cc1
  14-3-3g Raf: -7

compound: Clc1ccc(C(=C2CN3CCC2CC3)c2ccc(Cl)s2)s1
  14-3-3g Raf: 0

compound: O=C(Nc1nccs1)c1ccc(COc2ccc(F)cc2)o1
  14-3-3g Raf: -7

compound: CCC(Sc1nc(C)cc(C)n1)C(=O)Nc1cc(C)on1 (centres undefined)
  14-3-3g Raf: -7

compound: COC(=O)c1ccc(OC(=O)c2ccncc2)cc1OC(=O)c1ccncc1
  14-3-3g Raf: 5

compound: CCC(=O)Nc1nnc(SCC(=O)Nc2ccc(F)cc2)s1
  14-3-3g Raf: 4

4 compounds drawn at random from the list so far, as already listed:
compound: Cc1ccc(OCCn2c(CO)nc3ccccc32)cc1
  14-3-3g Raf: -7

compound: Clc1ccc(C(=C2CN3CCC2CC3)c2ccc(Cl)s2)s1
  14-3-3g Raf: 0

compound: CCN1CCN(c2ncnc3c2cnn3-c2ccccc2)CC1
  14-3-3g Raf: -5

compound: COC(=O)c1ccc(OC(=O)c2ccncc2)cc1OC(=O)c1ccncc1
  14-3-3g Raf: 5

Continued:
compound: CCCCCSc1nc2n(n1)C(c1cccs1)C1=C(CCCC1=O)N2 (centres undefined)
  14-3-3g Raf: -10

compound: O=C(COc1nsnc1N1CCOCC1)N1CCOCC1
  14-3-3g Raf: -1

compound: Cc1n[nH]c(C)c1S(=O)(=O)NCCc1ccc(Cl)cc1
  14-3-3g Raf: 1&5

compound: CCOC(=O)CSc1nc(N)c(C(=O)Nc2ccc(N(C)C)cc2)s1
  14-3-3g Raf: -6

compound: CCC(C)(C)C1CCc2c(sc(NC(=O)c3cnccn3)c2C(=O)OC)C1 (centres undefined)
  14-3-3g Raf: -64

compound: Cc1oc(-c2ccccc2)cc1C(N)=O
  14-3-3g Raf: -8

compound: CC1=C(C(=O)OCC2CCCO2)C(c2cccs2)C2=C(CC(c3cccs3)CC2=O)N1 (centres undefined)
  14-3-3g Raf: -4

compound: NS(=O)(=O)c1ccc2nc(NC(=O)c3ccc(S(=O)(=O)N4CCOCC4)cc3)sc2c1
  14-3-3g Raf: -5

compound: CCOC(=O)c1c(NC(=O)C(C(F)(F)F)C(F)(F)F)sc(C(=O)N2CCCCC2)c1C
  14-3-3g Raf: -11

compound: CCc1ccccc1NC(=O)C1c2ccccc2C(=O)N(CCOC)C1c1cn(C)c2ccccc12 (centres undefined)
  14-3-3g Raf: -5

Grouped by structure: the entries above containing a furan ring, fused or not
compound: O=C(Nc1nccs1)c1ccc(COc2ccc(F)cc2)o1
  14-3-3g Raf: -7

compound: Cc1oc(-c2ccccc2)cc1C(N)=O
  14-3-3g Raf: -8

Remaining list, next part
compound: Cc1ccc(C)c(OCC(=O)Nc2ccc(S(=O)(=O)Nc3onc(C)c3C)cc2)c1C
  14-3-3g Raf: -1

compound: c1ccc(-c2nc3ccc4ccccc4c3c3c2CCC3)cc1
  14-3-3g Raf: -5

compound: CC(C)CCN(C)C1CCN(S(=O)(=O)c2ccc(C3CCCCC3)cc2)CC1
  14-3-3g Raf: -6

compound: CCN(CC)S(=O)(=O)c1cc(C(=O)N2c3ccccc3Sc3ccccc32)ccc1Br
  14-3-3g Raf: -5

compound: COCCCn1c(SC2CCOC2=O)nc2c(sc3ccccc32)c1=O (centres undefined)
  14-3-3g Raf: -5

compound: COc1ccc(-c2nn(-c3ccccc3)cc2C(=O)Nc2nc(CC(C)=O)ns2)cc1
  14-3-3g Raf: -2

compound: O=C(CSc1ncn[nH]1)Nc1ccccc1[N+](=O)[O-]
  14-3-3g Raf: 0

compound: COC(=O)Cc1c(C)c2cc(Cl)c(O)cc2oc1=O
  14-3-3g Raf: -2

compound: COC(=O)C(C)Sc1nc2c(c(=O)n1-c1ccccc1)SCC2 (centres undefined)
  14-3-3g Raf: -1

compound: O=C(Nc1ccc2nc(-c3cccs3)c(-c3cccs3)nc2c1)N1CCOCC1
  14-3-3g Raf: -5

4 neighbouring entries from above:
compound: c1ccc(-c2nc3ccc4ccccc4c3c3c2CCC3)cc1
  14-3-3g Raf: -5

compound: CC(C)CCN(C)C1CCN(S(=O)(=O)c2ccc(C3CCCCC3)cc2)CC1
  14-3-3g Raf: -6

compound: CCN(CC)S(=O)(=O)c1cc(C(=O)N2c3ccccc3Sc3ccccc32)ccc1Br
  14-3-3g Raf: -5

compound: COCCCn1c(SC2CCOC2=O)nc2c(sc3ccccc32)c1=O (centres undefined)
  14-3-3g Raf: -5

Next part:
compound: CCC(=O)Nc1ccc(N2CCN(Cc3ccccc3)CC2)cc1
  14-3-3g Raf: -20

compound: NC1(C(=O)O)CCCCC1
  14-3-3g Raf: -8

compound: CCCCNc1ncnc2c1cnn2-c1ccc(Cl)cc1
  14-3-3g Raf: -2

compound: CCCCc1[nH]c(=O)c(C#N)c2c1CSC(C)(C)C2
  14-3-3g Raf: 0

compound: COc1ccc(N(CC(=O)NCc2cccc(OC)c2)S(=O)(=O)c2c(C)noc2C)cc1
  14-3-3g Raf: -2

compound: CCN1CCN(C(=O)CCc2nc(-c3ccc(C)cc3)no2)CC1
  14-3-3g Raf: 16

Compound activity as filed in PubChem BioAssay.
